D1 agonist: human D1 receptor agonism; P21728; HEK293 T-REx D1 cells, calcium flux, agonist mode; activation, % at 2 µM; 1% of 360,000 active; in the data active means activation above about 30%; further: 0% is about no effect
Target sequence (P21728 whole entry, looked up): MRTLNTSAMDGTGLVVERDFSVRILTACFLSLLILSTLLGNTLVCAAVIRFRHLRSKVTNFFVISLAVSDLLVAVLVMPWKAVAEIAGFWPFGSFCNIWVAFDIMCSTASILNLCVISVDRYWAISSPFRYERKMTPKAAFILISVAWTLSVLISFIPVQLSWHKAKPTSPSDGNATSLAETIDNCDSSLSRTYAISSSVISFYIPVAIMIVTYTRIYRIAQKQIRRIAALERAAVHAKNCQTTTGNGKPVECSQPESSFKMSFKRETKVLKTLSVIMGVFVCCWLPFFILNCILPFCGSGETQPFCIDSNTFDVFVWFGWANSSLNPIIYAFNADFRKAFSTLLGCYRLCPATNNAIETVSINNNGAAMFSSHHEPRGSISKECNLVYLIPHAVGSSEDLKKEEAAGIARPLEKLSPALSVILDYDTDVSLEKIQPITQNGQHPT
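Inducible HEK293 T-REx D1 cells, force-coupled to calcium signalling, were plated at 4000 cells/well with tetracycline and held overnight at 30 C. After no-wash calcium dye loading, compound-evoked calcium rise over 180 s flagged agonists.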
TRHR PAM: allosteric enhancers of human TRH receptor | P34981 | TRHR cells, fluo-8 calcium fluorescence, EC20 TRH enhancement | enhancement, % at 2 µM | 0.66% of 360,000 active | AID 493056; in the data active means enhancement above about 30%; further: 0% is about no effect
Target sequence (P34981 whole entry, looked up): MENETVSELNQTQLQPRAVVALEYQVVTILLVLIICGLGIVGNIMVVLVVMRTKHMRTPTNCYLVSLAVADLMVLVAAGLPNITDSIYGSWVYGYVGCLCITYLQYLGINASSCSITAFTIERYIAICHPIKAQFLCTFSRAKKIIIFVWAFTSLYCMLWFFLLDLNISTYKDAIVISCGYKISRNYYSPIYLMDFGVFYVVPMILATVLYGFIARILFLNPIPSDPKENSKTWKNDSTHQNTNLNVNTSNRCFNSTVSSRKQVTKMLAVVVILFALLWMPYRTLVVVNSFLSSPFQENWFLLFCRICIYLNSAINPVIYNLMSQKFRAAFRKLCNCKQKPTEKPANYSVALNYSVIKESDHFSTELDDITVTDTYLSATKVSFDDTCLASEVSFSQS
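Enhancer read-out: after compound pinning and an initial kinetic agonist-mode read, an EC20 of TRH (10 nM final) was injected and fluo-8 calcium signal (Ex 480/Em 530) followed at 1 s/cycle for 100 cycles in TRHR-expressing cells.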
D1 antagonist: antagonists of human D1 dopamine receptor. P21728. HEK293 TREx D1 cells, calcium flux, dopamine EC80; active compounds read low. AID 504652. activity change, negative = inhibition, % at 10 µM. 3.2% of 360,000 active; in the data active means activity change below about -30%; further: on the % scale 0 is the no-effect control and ±100 the full control effect
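Inducible Hek293 Trex D1 cells (tetracycline, overnight, 30 C). Calcium dye 30–90 min RT. Antagonist mode: EC80 dopamine added after 180 s compound read.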
D1 PAM: human D1 dopamine receptor positive modulation; P21728; HEK293 TREx D1 cells, calcium flux, dopamine EC20 potentiation; potentiation, % at 10 µM; 0.036% of 360,000 active; in the data active means potentiation above about 30%; further: 0% is about no effect
RXFP1 agonist: agonists of human relaxin receptor RXFP1; Q9HBX9; Potency, µM (doses to about 57.5 µM), for inactives: at the highest dose activation, most hits filed as activators; 0.3% of 370,000 active; HEK293T-RXFP1 cAMP TR-FRET, 30 min; response scale: percent of porcine relaxin response, buffer zero; AID 2676; active means well fitted activation curve with a large enough effect; inconclusive means small, poorly fitted or top-dose-only effect; further: potency means the concentration at half of the fitted maximal effect; on the % scale 0 is the no-effect control and ±100 the full control effect; nearly all actives have a fitted effect of over 60% in size; many of its hits are not listed in these tables
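cAMP rise read by TR-FRET after 30 min, 37C compound exposure (up to 58 uM) in RXFP1-transfected HEK293 cells with Ro 20174 present. EC50 from Hill-equation fits, with 29 nM porcine relaxin as 100% and buffer as basal.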
RXFP1 antagonist: antagonists of human relaxin receptor RXFP1. 0.59% of 350,000 active. HEK293-RXFP1, relaxin-stimulated cAMP HTRF, 30 min; active compounds read low. AID 1259400. Q9HBX9. activity change, negative = inhibition, % at 57.5 µM;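 active means activity change of -60% or lower, but not beyond a set lower limit; inconclusive means change between -60% and -40%, or beyond the set limit; inactive means change above -40%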; further: on the % scale 0 is the no-effect control and ±100 the full control effect
D2 PAM: positive allosteric modulators of human D2 dopamine receptor | P14416 | HEK293 T-REx D2, calcium flux, EC20 dopamine potentiation | potentiation, % at 10 µM | 0.34% of 340,000 active | AID 485347;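 active means potentiation over 3 SD above the plate norm, cut at about 30% in these data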; further: 0% is about no effect
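Primary screen. Calcium kinetics in induced HEK293 T-REx D2 cells: compound pre-addition 180 s, EC20 dopamine, 180 s more.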
D2 agonist: D2 dopamine receptor (human) agonism. 0.53% of 340,000 active. P14416. activation, % at 2 µM. HEK293 T-REx D2 cells, calcium flux agonist mode;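 active means activation over 3 SD above normal in the single-dose calcium agonist read, cut at about 30% in these data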; further: 0% is about no effect
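In this primary screen, compounds producing a positive calcium signal within 180 s of addition to tetracycline-induced, force-coupled HEK293 Trex D2 cells are flagged; cells are dye-loaded with a no-wash calcium kit beforehand.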
D2 antag: antagonists of human D2 dopamine receptor. P14416. HEK293 TREx D2 cells, calcium flux, dopamine EC80. inhibition, % at 10 µM. 2% of 340,000 active. AID 485344; in the data active means inhibition above about 30%; further: 0% is about no effect
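Read-out: kinetic calcium fluorescence (1 cycle/s) in inducible HEK293 T-REx D2 cells after an EC80 dopamine addition that followed 180 s compound preincubation. Loss of the dopamine response indicates antagonism.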
The depositor's hits bear a star; ? = inconclusive; · = not tested or not shown. Not all compounds are listed; the hit share may differ from the screen's.

mol	D1 agonist	TRHR PAM	D1 antagonist	D1 PAM	RXFP1 agonist	RXFP1 antagonist	D2 PAM	D2 agonist	D2 antag
CCOC(=O)C1CCN(C(=O)c2ccccc2NC(=O)c2ccc(Cl)cc2)CC1	1	-5	0	1	0.2%	-17	1	-0.4	-4
Cc1ccccc1OCC(=O)Nc1ccc2nc(SCc3ccccc3)sc2c1	5	-3	-10	-1	2.9%	·	3	1.8	·
CN(CC(=O)Nc1ccc(Cl)c(Cl)c1)C(=O)C12CC3CC(CC(C3)C1)C2	3	0	12	1	-0.1%	-24	-14	-0.2	11
Cc1[nH]c2ccc(C(=O)N3CCN(c4ccccc4Cl)CC3)cc2c1C	2	4	-17	-5	0.2%	-8	-3	0.6	-6
Cc1ccc(NC(=S)Nc2c(C)n(C)n(-c3ccccc3)c2=O)cc1	2	6	2	-4	-5.2%	-9	7	-0.2	6
Clc1cccc(-c2cc3nc4c(c(N5CCNCC5)n3n2)CCCC4)c1	1	7	1	-2	3.3%	·	9	-0.6	3
Cc1ccc(C(=O)NCC(=O)O)o1	1	-4	4	-5	-0.6%	1	-6	2.0	8
Cc1cccc(C)c1N/C=C/c1onc(C)c1[N+](=O)[O-]	-1	6	-7	-6	2.9%	-7	-12	0.9	-9
CC1CCN(c2oc(-c3ccccc3Cl)nc2C#N)CC1	2	-7	3	3	1.5%	-17	-13	0.8	9
CCCN1CCN(CCCNC(=S)Nc2ccc3nc(N4CCN(CC)CC4)cc(C)c3c2)CC1	2	5	8	-1	-0.5%	-3	-7	0.8	-6
COc1ccc(C2CC(=O)c3cnc4c(-c5ccc(F)cc5)c(C)nn4c3C2)cc1OC (configuration not stated)	-1	-2	3	-3	?	·	14	0.6	·
CCc1nc(NCCN2CCOCC2)c(C#N)c2c1CCCC2	0	1	2	-2	1.0%	4	7	0.9	-9
S=C(NNc1nc(Nc2ccccc2)nc(N2CCCCC2)n1)NC1CCCCC1	8	2	14	1	2.3%	3	3	0.3	4
CN(C)C(CNC(=O)CN1C(=O)NC2(CCc3ccccc32)C1=O)c1ccco1 (configuration not stated)	2	6	-1	-1	-0.8%	7	5	2.3	-23
CN(C)S(=O)(=O)n1cc(/C=C(\NC(=O)c2ccccc2F)C(=O)N2CCCC2)c2ccccc21	4	-8	20	3	-0.8%	-5	7	-0.5	-3
CCN(CC)S(=O)(=O)c1ccc(S(=O)(=O)N2CCCC(C(=O)NC3CC3)C2)cc1 (configuration not stated)	2	5	-1	-4	1.6%	4	-8	0.1	7
COC(=O)c1ccc(CNC(=O)C(C)N=C2NS(=O)(=O)c3ccccc32)cc1 (configuration not stated)	1	-2	6	12	2.3%	3	-21	-0.4	44*
O=C1OC(c2ccccc2)=C/C1=C/N1CCCCC1	0	18	-25	-2	-5.0%	-25	-8	1.1	-1
CCOC(=O)C1CCC(CN(Cc2ccc(OC)cc2)S(=O)(=O)c2ccc(F)c(C(=O)Nc3cc(Cl)ccc3OC)c2)CC1 (configuration not stated)	1	-1	-4	0	2.3%	-7	-11	·	·
CCN(CCCNC(=O)COc1cc(=O)n(CC)c2ccccc12)c1ccccc1	0	-4	-20	-4	1.9%	7	-3	0.4	-16
CCOc1ccccc1N(CC(=O)Nc1ccc2c(c1)OCO2)S(C)(=O)=O	0	1	-11	-2	0.3%	-10	8	0.4	-2
CCN(CC)P(=O)(Nc1ccc([N+](=O)[O-])cc1)c1c(C)nn(CCC#N)c1NC(=O)c1ccc(Cl)cc1Cl (configuration not stated)	3	-23	-6	0	-0.1%	-25	1	0.9	10
Cc1cccc(-n2ncc3c2CCCC3NC(=O)CCN2CCCCO2)c1C (configuration not stated)	7	1	0	-1	0.3%	-4	4	-0.8	1
CCOC(=O)C1(Cc2cccc(OC)c2)CCN(CC(O)CO)CC1 (configuration not stated)	1	-3	-44*	-6	0.8%	-2	-5	-0.6	0
CCOC(=O)CCc1c(C)c(C#N)c2nc3ccccc3n2c1-n1ccnc1	2	-3	21	-9	4.0%	-4	·	·	·

Further results
mol	D1 agonist	TRHR PAM	D1 antagonist	D1 PAM	RXFP1 agonist	RXFP1 antagonist	D2 PAM	D2 agonist	D2 antag
Clc1ccc(-c2ncc3ccccn23)c(Cl)c1	1	-8	15	1	1.5%	0	-10	0.5	6
CC(C)[C@H](NC(=O)OCc1ccccc1)C(=O)OCC(=O)NC1CCCCC1	1	-3	-11	-1	-0.8%	12	5	-2.1	-10
Cc1oc(CC(C)C)cc1C(=O)NCCCC(=O)O	1	-9	14	1	-0.5%	-1	3	-0.7	-1
CCC(Oc1ccccc1-c1nnc(-c2ccccc2)o1)C(=O)Nc1ccc(C(C)=O)cc1 (configuration not stated)	0	9	5	2	-0.2%	·	12	-0.6	·
OCCC1CN(C2CCN(c3ccccc3F)CC2)CCN1Cc1ccccc1 (configuration not stated)	2	19	1	-3	-4.2%	-10	-23	1.7	-1
COc1ccc(CN2C(=O)C(C)=C(C)C2OC)cc1 (configuration not stated)	13	-2	1	0	2.5%	5	0	0.4	5
CCOc1ccc(OCC)c(NC(=O)c2cnn(-c3ccc(F)cc3)c2C2CCN(C(=O)OC(C)(C)C)CC2)c1	2	-3	-1	-5	-2.5%	-6	6	-1.1	·
Cc1ccc2cc(CN(Cc3ccco3)C(=O)C3CCCCC3)c(=O)[nH]c2c1C	1	0	-11	0	1.5%	-7	2	-1.1	0
O=C(COC(=O)c1ccccc1)Nc1ccccc1Sc1ccccc1	5	-8	3	-5	0.5%	-4	0	-0.3	-3
CCN1CCN(C(=O)c2ccccc2N(Cc2ccccc2)S(=O)(=O)c2ccc(C)cc2)CC1	8	2	16	4	-0.8%	-9	-25	0.0	22
Cc1ccc2ccc(S(=O)(=O)NCc3ccco3)cc2c1	0	-14	-1	-7	-0.3%	-15	-2	0.5	30
Cc1cc(C)c(C(=O)COC(=O)CNC(=O)c2ccccc2C)c(C)c1	1	-1	2	-4	-0.4%	-14	-5	-0.7	9
CCN(CC)c1ccc(NC(=O)Cn2c(C)c3cnn(-c4ccccc4)c(=O)c3c2C)c(C)c1	0	3	-3	-1	-1.1%	·	-3	·	·
O=C(CSc1nnc(-c2ccncc2)o1)Nc1ccc(F)c(F)c1	11	9	-5	·	1.6%	-2	-10	-0.3	15
CCN(Cc1ccccc1)C(=O)Cn1c(=O)n(-c2ccc(Cl)c(Cl)c2)c(=O)c2c(C)c(C(=O)N(C)C)sc21	1	-6	-7	-1	2.2%	-12	-17	0.9	·
C/C(=N/NC(=O)CNS(=O)(=O)c1ccccc1)c1ccc(Br)cc1	2	-5	-4	-6	0.2%	-14	-3	0.9	10
CCC(=O)Nc1nc(NCc2ccccc2OC)n(-c2ccccc2)n1	1	-5	9	-8	-3.3%	-1	-3	-0.3	10
COCc1nc2sc(C)c(C)c2c(=O)[nH]1	0	0	-13	0	0.0%	-21	4	-0.2	1
COc1cccc(-c2nn(C)c3sc(C(=O)N4CCN(c5ccccn5)CC4)cc23)c1	6	2	-24	-3	-0.2%	-2	3	0.6	11
CCOc1cc(S(=O)(=O)N2CCN(c3ccc(F)cc3)CC2)c(OCC)cc1-n1cnnn1	1	-2	2	-2	1.2%	9	-5	-0.1	1
COc1ccccc1NC(=O)CCSc1nnc(-c2ccncc2)o1	2	10	-6	1	-0.9%	-15	1	0.0	4
COc1ccc(C2=NN(C(=O)CSc3ncccn3)C(c3ccc(OC)cc3)C2)cc1 (configuration not stated)	8	-3	-8	-8	-0.5%	-11	13	1.0	17
Cc1noc(C)c1S(=O)(=O)N(CC(=O)Nc1ccc2c(c1)OCCO2)c1ccc(C(C)C)cc1	3	0	-2	-2	1.6%	·	8	0.0	-4
Cc1cccc(/N=C/c2c(O)c3ccccc3oc2=O)n1	6	-2	1	-1	1.3%	7	1	-2.0	14
CCN(CC)S(=O)(=O)c1ccc2c(c1)N(CC(=O)Nc1c(C)cc(C)cc1C)C(=O)CS2	3	-10	6	-3	-1.0%	16	·	-0.3	·

(listing goes on)
mol	D1 agonist	TRHR PAM	D1 antagonist	D1 PAM	RXFP1 agonist	RXFP1 antagonist	D2 PAM	D2 agonist	D2 antag
Cc1nc2ccc(S(=O)(=O)NCC(=O)N3CCc4ccccc43)cc2s1	1	-5	0	-9	-0.6%	-1	-3	-0.8	-6
CC(C)NC(=O)C1CCN(C2CCN(Cc3nc(C(C)C)cs3)CC2)CC1	3	-7	-14	-2	-0.3%	8	3	1.0	0
O=C(NCc1cccc(F)c1)c1ccc2nc(N3CCOCC3)sc2c1	2	9	0	-4	-1.0%	·	-1	1.0	-24
CCOC(=O)c1cc(-c2ccc(C)cc2)n(CC(=O)Nc2ccccc2F)c1C	2	5	22	-1	-0.7%	·	17	0.1	·
COC(=O)c1cc2n(n1)CCN(Cc1ccccc1F)C2=O	2	13	7	5	-3.2%	1	5	-0.3	0
CCOc1nc(-c2ccc(C)cc2)ccc1-c1noc(COC)n1	2	3	4	3	1.2%	-20	-9	0.3	-4
Cc1c(C(=O)N(Cc2ccccc2F)C2CCS(=O)(=O)C2)oc2ccc(F)cc12 (configuration not stated)	5	9	0	1	2.4%	-37	-1	9.9	·
O=C1[C@H]2[C@@H](C(=O)N1c1cccc3ccccc13)C1(C(=O)c3ccccc3C1=O)N1CCC[C@@H]21	4	34*	-1	4	0.3%	-3	22	-0.4	5
COc1ccc(Cl)cc1NS(=O)(=O)c1cccc(C(=O)NCC(c2ccco2)N2CCCC2)c1 (configuration not stated)	4	-3	-4	-8	-1.3%	-17	-22	0.2	39*
CC(=O)Nc1ccc(N2CCOCC2)c([N+](=O)[O-])c1	2	5	-16	-3	-0.9%	-8	-1	0.2	-3
CN(C)/C=N/c1sc2c(c1C#N)CCC2	1	13	-2	8	0.5%	-1	6	-1.8	-11
O=C(NCCc1ccc2c(c1)OCCO2)c1ccccn1	2	2	-20	-5	4.7%	-10	-5	-0.2	-2
OCCC1CN(Cc2cccc(OC3CCCC3)c2)CCN1Cc1ccsc1 (configuration not stated)	3	-8	4	-3	2.1%	-7	-24	0.4	66*

Single records, from the list above.
COC(=O)c1cc2n(n1)CCN(Cc1ccccc1F)C2=O reads D1 agonist: 2; TRHR PAM: 13; D1 antagonist: 7; D1 PAM: 5; RXFP1 agonist: -3.2%; RXFP1 antagonist: 1; D2 PAM: 5; D2 agonist: -0.3; D2 antag: 0
O=C(NCCc1ccc2c(c1)OCCO2)c1ccccn1 reads D1 agonist: 2; TRHR PAM: 2; D1 antagonist: -20; D1 PAM: -5; RXFP1 agonist: 4.7%; RXFP1 antagonist: -10; D2 PAM: -5; D2 agonist: -0.2; D2 antag: -2

Some of these compounds in order of their number in D1 PAM, ascending.
smiles,D1 PAM
Cc1c(C(=O)N(Cc2ccccc2F)C2CCS(=O)(=O)C2)oc2ccc(F)cc12 (configuration not stated),1
COC(=O)c1cc2n(n1)CCN(Cc1ccccc1F)C2=O,5
CN(C)/C=N/c1sc2c(c1C#N)CCC2,8
